CTSL1 counter – Fasciola hepatica cathepsin L1 inhibitors, primary screen, counter-screen for PFM18AAP inhibitor project, biochemical, QFRET, fluorogenic peptide substrate; recombinant F. hepatica cathepsin L1, Z-Leu-Arg-MCA fluorescence; inhibition, % at 5.96 µM; hit rate 0.49% among 300,000; AID 1906, 2009;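 active = inhibition above the mean of all tested compounds plus 3 SD, set per screening campaign, cut at about 17% in these data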;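 also: 0% = plate median of test compound wells and 100% = 1 µM Z-Phe-Ala-diazomethylketone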
PP1 counter – PP1-alpha phosphatase inhibitors, primary screen, counter-screen for PP5 inhibitor project, biochemical, fluorescence, OMFP substrate, single point | Serine/threonine-protein phosphatase PP1-alpha catalytic subunit (Homo sapiens), P62136 | purified PP1alpha | inhibition, % at 6.7 µM | hit rate 0.9% among 320,000 | AID 2235, 2010;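 active = inhibition above the mean inhibition of all tested compounds plus 3 SD, computed separately for each screening campaign, cut at about 15% in these data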
procasp3 activ – activators of human procaspase-3 D3A mutant, primary screen, biochemical, absorbance, PC-3 D3A mutant, single concentration; recombinant procaspase-3 D3A, Ac-DEVD-pNA absorbance 405 nm; hit rate 0.11% among 330,000; activation, % at 8.5 µM;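 active = activation above the mean of all tested compounds plus 3 SD, cut at about 21% in these data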;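 also: 0% = DMSO alone and 100% = DMSO wells spiked with extra 5 µM PC-3 D3A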
Target sequence (P42574 whole entry D9A/D28A/D175A): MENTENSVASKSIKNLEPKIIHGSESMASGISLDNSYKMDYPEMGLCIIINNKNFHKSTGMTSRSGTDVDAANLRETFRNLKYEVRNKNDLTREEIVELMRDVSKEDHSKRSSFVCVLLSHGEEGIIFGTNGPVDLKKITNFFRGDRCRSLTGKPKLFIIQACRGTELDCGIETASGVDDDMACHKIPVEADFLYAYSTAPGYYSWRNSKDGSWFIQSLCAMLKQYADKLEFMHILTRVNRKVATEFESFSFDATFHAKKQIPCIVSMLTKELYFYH
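Assay system – Procaspase-3 D3A mutant, all three cleavage aspartates alanine · Controls – DMSO-only low control, 5 µM PC-3 D3A high control · Schedule – 1 h compound preincubation, 2 h substrate hydrolysis at 25 °C · Signal – 405 nm absorbance of p-nitroaniline, reads at 0 and 120 min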
core dimer inh – inhibitors of HCV core protein dimerization, primary screen, biochemical, TR-FRET, high-throughput; TR-FRET GST/Flag-core106 dimerization, 1536-well; inhibition, % at 5 µM; hit rate 0.33% among 300,000; AID 1899, 2009;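 active = inhibition above the mean of all tested compounds plus 3 SD, set per screening campaign, cut at about 45% in these data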
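Assay system – GST-tagged and Flag-tagged HCV core protein residues 1-106 · Quantity – core106 proteins, GST 13.5 nM and Flag 17 nM · Benchmarks – unlabelled core106 and no-GST-core106 wells · Read-out basis – percent inhibition of core106 dimerization signal · Detection – time-resolved FRET, ex 340 nm, em 617 and 671 nm · Schedule – 4 h at 22.5 °C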
JMJD2C inh – inhibitors of GASC-1 histone demethylase, primary screen, biochemical, fluorescence, DELFIA europium | inhibition, % at 2.35 µM | GST-JMJD2C(1-420) H3K9me3 demethylation | hit rate 0.069% among 330,000 | Lysine-specific demethylase 4C (Homo sapiens), Q9H3R0;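 active = more than half of a compound's replicate wells show inhibition beyond 50%, single wells judged on their own value; inconclusive = some, but no more than half, of replicates pass 50% inhibition; inactive = no replicate passes 50% inhibition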;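 also: signal counts dimethyl H3K9 product captured on neutravidin plate; 0% = median of DMSO wells and 100% = 0.3 times that DMSO median; strong numbers were not always called active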
TPT1 inhibitor – Candida albicans TPT1 enzyme inhibitors, primary screen, biochemical, fluorescence polarization; recombinant caTPT1, FP RNA substrate dephosphorylation; inhibition, % at 5 µM; hit rate 0.81% among 300,000;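 active = inhibition above the mean of all tested compounds plus 3 SD, set per screening campaign, cut at about 24% in these data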;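 also: plate controls were DMSO alone for no effect and ferristatin control at 100 nM for full effect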
Efflux pump inh – inhibitors of Candida efflux pumps in yeast, primary screen, S. cerevisiae, Nile Red, multiplex; hit rate 0.44% among 330,000; inhibition, % at 10 µM; AID 485275, 2010; S. cerevisiae Candida pump triplex;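 active = plate passing quality check with inhibition over a set limit, or well fluorescence over plate mean plus 4 SD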;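 also: Nile Red retained in pooled yeast measured as flow cytometry median fluorescence; 0% = buffer negative control and 100% = Enniatin B positive control; higher means more Nile Red kept so more efflux inhibition; some compounds called inactive have numbers as strong as hits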
PP5 primary – PP5 phosphatase inhibitors, primary screen, biochemical, fluorescence; Serine/threonine-protein phosphatase 5 (Homo sapiens), P53041; purified PP5c, OMFP substrate fluorescence; inhibition, % at 6.7 µM; hit rate 0.18% among 320,000;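 active = inhibition above the campaign's mean inhibition across all tested compounds plus 3 SD, cut at about 9.5% in these data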;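 also: 0% = DMSO only and 100% = 100 µM cantharidin control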
Target sequence (P53041 whole entry, looked up): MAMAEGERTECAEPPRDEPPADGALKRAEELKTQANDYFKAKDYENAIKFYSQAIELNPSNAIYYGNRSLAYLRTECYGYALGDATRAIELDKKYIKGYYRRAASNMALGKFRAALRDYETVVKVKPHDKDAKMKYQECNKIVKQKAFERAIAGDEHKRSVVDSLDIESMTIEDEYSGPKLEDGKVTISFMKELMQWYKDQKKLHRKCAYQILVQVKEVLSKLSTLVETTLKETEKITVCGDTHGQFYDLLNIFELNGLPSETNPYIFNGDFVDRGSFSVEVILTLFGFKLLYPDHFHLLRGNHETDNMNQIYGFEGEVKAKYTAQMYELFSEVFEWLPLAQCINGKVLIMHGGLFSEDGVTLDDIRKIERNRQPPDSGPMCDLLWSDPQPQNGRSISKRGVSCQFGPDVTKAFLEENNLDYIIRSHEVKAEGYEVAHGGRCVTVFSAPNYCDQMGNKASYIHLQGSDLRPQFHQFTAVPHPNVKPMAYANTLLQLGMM
procasp7 counter – procaspase-7 activators, primary screen, counter-screen for procaspase-3 activator project, biochemical, absorbance, HTS, human. Caspase-7 (Homo sapiens), P55210. recombinant procaspase-7, Ac-DEVD-pNA absorbance 405 nm; D23A/D198A/D206A triple mutant, cannot self-cleave; scale: DMSO 0, 5 µM enzyme 100. activation, % at 8.5 µM. hit rate 0.093% among 330,000. AID 463210, 2010;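 active = percent activation above the screen-wide mean plus 3 SD, cut at about 25% in these data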
Target sequence (P55210 whole entry D23A/D198A/D206A): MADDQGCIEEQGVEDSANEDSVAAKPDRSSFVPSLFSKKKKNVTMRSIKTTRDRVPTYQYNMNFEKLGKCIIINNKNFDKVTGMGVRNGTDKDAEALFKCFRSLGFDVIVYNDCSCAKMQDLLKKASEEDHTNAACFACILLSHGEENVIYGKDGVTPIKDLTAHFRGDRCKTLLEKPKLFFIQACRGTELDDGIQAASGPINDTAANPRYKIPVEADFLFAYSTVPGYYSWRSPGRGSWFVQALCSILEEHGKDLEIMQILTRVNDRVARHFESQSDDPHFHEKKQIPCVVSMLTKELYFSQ
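buffer or medium = Zinc-free HEPES/NaCl buffer, pH 7.4 | material = Procaspase-7 triple mutant (PC-7 D3A) | input = 2 µM procaspase-7 mutant as dispensed | signal = Epi-absorbance of released pNA at 405 nm, two timepoints | timing = 1 h preincubation, 2 h reaction | replicates = singlicate compound testing | evaluation = % activation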
* = called active by the depositor.

For Brc1ccc(/C=N/N2CCN(C3c4ccccc4-c4ccccc43)CC2)s1 the results were CTSL1 counter 2, PP1 counter 0, procasp3 activ -1, core dimer inh 1, JMJD2C inh 0, TPT1 inhibitor -2, Efflux pump inh -0.1, PP5 primary 1.2 and procasp7 counter 8.
CC(=O)N1c2c(cc(Br)cc2S(=O)(=O)N2CCN(c3ccccc3F)CC2)CC1C (stereo unspecified) was read as CTSL1 counter 1, PP1 counter 2, procasp3 activ 3, core dimer inh 18, JMJD2C inh 2, TPT1 inhibitor -2, Efflux pump inh -0.1, PP5 primary 1.2 and procasp7 counter -9.
Cn1c(=O)c2c(nc(Br)n2CCSc2ncccn2)n(C)c1=O was read as CTSL1 counter -2, PP1 counter -3, procasp3 activ -2, core dimer inh -4, JMJD2C inh 42, TPT1 inhibitor -5, Efflux pump inh 0.0, PP5 primary 0.9 and procasp7 counter 6.
Screening O=C(NC1CCN(Cc2ccccc2)CC1)c1c(Cl)cccc1Cl returned CTSL1 counter -1, PP1 counter -2, procasp3 activ -9, core dimer inh -9, JMJD2C inh -3, TPT1 inhibitor -1, Efflux pump inh 0.0, PP5 primary -1.8 and procasp7 counter 0.
`CCOC(=O)c1ccc(Nc2ccc([N+](=O)[O-])cn2)cc1` gave CTSL1 counter 3, PP1 counter -2, procasp3 activ -10, core dimer inh 6, JMJD2C inh -9, TPT1 inhibitor -4, Efflux pump inh -0.1, PP5 primary 1.7 and procasp7 counter -8.
CCc1nc(N2CCN(C(=O)c3ccccc3)CC2)c(C#N)c2c1COC(C)(C)C2 was read as CTSL1 counter 0, PP1 counter 1, procasp3 activ -6, core dimer inh 18, JMJD2C inh 3, TPT1 inhibitor 1, Efflux pump inh 0.0, PP5 primary 2.5 and procasp7 counter 3.
CCOC(=O)N1CCN(C(=O)CN(c2ccccc2OC)S(=O)(=O)c2ccc(OC)cc2)CC1 was read as CTSL1 counter 5, PP1 counter 0, procasp3 activ -1, core dimer inh 0, JMJD2C inh 16, TPT1 inhibitor 0, Efflux pump inh 0.0, PP5 primary 0.0 and procasp7 counter 3.
For Cc1c(NC(=O)OCc2ccccc2)c(=O)n(-c2ccccc2)n1C the results were CTSL1 counter -5, PP1 counter -2, procasp3 activ 5, core dimer inh 3, JMJD2C inh 0, TPT1 inhibitor -4, Efflux pump inh -0.4, PP5 primary -1.8 and procasp7 counter -5.
`O=C(CN(Cc1ccco1)C(=O)CNS(=O)(=O)c1ccc(F)cc1)NCc1ccccc1` gave CTSL1 counter 2, PP1 counter -1, procasp3 activ -7, core dimer inh -8, JMJD2C inh 11, TPT1 inhibitor 0, Efflux pump inh -0.1, PP5 primary 1.1 and procasp7 counter 2.
`COc1cc(OC)cc(C(=O)Nn2cc(C(=O)Nc3ccc(F)cc3F)c3ccccc3c2=O)c1` gave CTSL1 counter 0, PP1 counter 0, procasp3 activ 1, core dimer inh 13, JMJD2C inh 4, TPT1 inhibitor -1, Efflux pump inh -0.2, PP5 primary 1.5 and procasp7 counter 0.
CC(=O)N1CCOc2cc(S(=O)(=O)N3CCN(c4ccccc4)CC3)c(Cl)cc21 was read as CTSL1 counter -3, PP1 counter -3, procasp3 activ 6, core dimer inh -3, JMJD2C inh -6, TPT1 inhibitor 2, Efflux pump inh 0.1, PP5 primary 0.5 and procasp7 counter 2.
For O=C(NCCN1CCCCCC1)C1CCC(CNS(=O)(=O)c2cccc3cccnc23)CC1 (stereo unspecified) the results were CTSL1 counter 39*, PP1 counter 5, procasp3 activ 3, core dimer inh 3, JMJD2C inh 8, TPT1 inhibitor 0, Efflux pump inh -0.1, PP5 primary 0.8 and procasp7 counter 0.
Screening O=C(NC(NC1CCS(=O)(=O)C1)C(=O)c1cccs1)c1ccccc1 (stereo unspecified) returned CTSL1 counter 1, PP1 counter -2, procasp3 activ 0, core dimer inh 4, JMJD2C inh 23, TPT1 inhibitor -3, Efflux pump inh -0.2, PP5 primary -1.0 and procasp7 counter 9.
COCCN(Cc1ccccc1)C(=O)Cc1ccc(OC)c(S(=O)(=O)N2CCOCC2)c1 was read as CTSL1 counter -1, PP1 counter -4, procasp3 activ -8, core dimer inh -3, JMJD2C inh 4, TPT1 inhibitor -5, Efflux pump inh 0.0, PP5 primary -2.0 and procasp7 counter 8.
`Cc1cc(C)cc(NC(=O)C(OC(=O)Cn2cnc3c2c(=O)n(C)c(=O)n3C)c2ccccc2)c1` (stereo unspecified) gave CTSL1 counter 2, PP1 counter 1, procasp3 activ 14, core dimer inh 2, JMJD2C inh 1, TPT1 inhibitor 0, Efflux pump inh -0.1, PP5 primary 0.0 and procasp7 counter 4.
O=C(NC(=S)NCCCN1CCOCC1)c1cccc2ccccc12 was read as CTSL1 counter -2, PP1 counter -4, procasp3 activ 8, core dimer inh -1, JMJD2C inh -5, TPT1 inhibitor 1, Efflux pump inh 0.0, PP5 primary -0.8 and procasp7 counter 9.
CC1CCCC(C)N1C(=O)CSc1nc2ncnc(N)c2[nH]1 (stereo unspecified) was read as CTSL1 counter 0, PP1 counter -1, procasp3 activ 9, core dimer inh -4, JMJD2C inh 55, TPT1 inhibitor -1, Efflux pump inh -0.1, PP5 primary 0.8 and procasp7 counter -8.
CC(NC(=O)c1nn(C)c2c1CS(=O)(=O)c1ccccc1-2)c1ccccc1 (stereo unspecified) was read as CTSL1 counter 4, PP1 counter 1, procasp3 activ -3, core dimer inh 6, JMJD2C inh -1, TPT1 inhibitor 1, Efflux pump inh 0.0, PP5 primary 2.4 and procasp7 counter -3.
Screening CCNC(=O)OCCC12CC3CC(CC(C3)C1)C2 returned CTSL1 counter 5, PP1 counter 3, procasp3 activ 6, core dimer inh 1, JMJD2C inh 11, TPT1 inhibitor 1, Efflux pump inh -0.1, PP5 primary 2.9 and procasp7 counter 1.
O=[N+]([O-])c1cccc(Nc2c([N+](=O)[O-])ccc3nonc23)c1 was read as CTSL1 counter -3, PP1 counter -1, procasp3 activ 3, core dimer inh -9, JMJD2C inh -1, TPT1 inhibitor -1, Efflux pump inh 0.0, PP5 primary 2.0 and procasp7 counter -10.
`Cc1ccc(NC(=O)c2noc3c2CC(C(C)(C)C)CC3)cc1` (stereo unspecified) gave CTSL1 counter -1, PP1 counter -2, procasp3 activ 10, core dimer inh 5, JMJD2C inh inconclusive, TPT1 inhibitor -1, Efflux pump inh -0.2, PP5 primary 1.1 and procasp7 counter -5.
COc1ccccc1CN1CCCC(C(=O)N2CCCCC2)C1 (stereo unspecified) was read as CTSL1 counter 1, PP1 counter -2, procasp3 activ 3, core dimer inh 1, JMJD2C inh -5, TPT1 inhibitor -2, Efflux pump inh 0.0, PP5 primary -0.3 and procasp7 counter 2.
Screening CCNc1nc(NCC)n2c(SCC(=O)Nc3ccccc3Cl)nnc2n1 returned CTSL1 counter -4, PP1 counter -2, procasp3 activ 11, core dimer inh -2, JMJD2C inh 3, TPT1 inhibitor 0, Efflux pump inh -0.1, PP5 primary -2.2 and procasp7 counter 3.
For C[C@H](CO)N1C[C@H](C)[C@@H](CN(C)C(=O)NC2CCCCC2)Oc2c(NC(=O)C3CCCCC3)cccc2C1=O the results were procasp3 activ 3, JMJD2C inh -78, Efflux pump inh 0.0 and procasp7 counter 7.
For COC(=O)CCNS(=O)(=O)c1ccc2nsnc2c1 the results were CTSL1 counter -3, PP1 counter -3, procasp3 activ 18, core dimer inh 5, JMJD2C inh 4, TPT1 inhibitor 1, Efflux pump inh -0.1, PP5 primary 3.6 and procasp7 counter 0.
For CCOC(=O)c1nc(N/N=C/c2ccccc2)sc1Br the results were CTSL1 counter 0, PP1 counter 5, procasp3 activ 0, core dimer inh 2, JMJD2C inh 4, TPT1 inhibitor -2, Efflux pump inh -0.2, PP5 primary -2.3 and procasp7 counter 4.
For CC(C(=O)N1CCOCCOCCOCC1)N1C(=O)c2ccccc2C1=O (stereo unspecified) the results were CTSL1 counter -1, PP1 counter -1, procasp3 activ 1, core dimer inh 7, JMJD2C inh -12, TPT1 inhibitor 0, Efflux pump inh 0.0, PP5 primary -0.9 and procasp7 counter 10.
For O=C(Nc1ccccc1-c1nnn(CC(=O)N2CCCc3ccccc32)n1)c1ccc(Cl)cc1 the results were CTSL1 counter 0, PP1 counter -4, procasp3 activ -2, core dimer inh 3, JMJD2C inh -36, TPT1 inhibitor -3, Efflux pump inh 0.0, PP5 primary -2.8 and procasp7 counter 1.
For COc1ccc(S(=O)(=O)NCC(c2ccc3c(c2)OCO3)N2CCN(C)CC2)cc1OC (stereo unspecified) the results were CTSL1 counter -1, PP1 counter -6, procasp3 activ 12, core dimer inh -1, JMJD2C inh 8, TPT1 inhibitor -3, Efflux pump inh 0.0, PP5 primary -0.1 and procasp7 counter 6.
For CC(CC(=O)Nc1ccc(F)cc1)S(=O)(=O)c1ccc2c(c1)NC(=O)CO2 (stereo unspecified) the results were CTSL1 counter 1, PP1 counter -8, procasp3 activ 8, core dimer inh -15, JMJD2C inh 1, TPT1 inhibitor -5, Efflux pump inh 0.1, PP5 primary 1.3 and procasp7 counter -2.
For CCOc1cc(C(=O)OCc2cccc(OC)c2OC)ccc1OCC(=O)N1CCOCC1 the results were CTSL1 counter 4, PP1 counter 5, procasp3 activ 7, core dimer inh 0, JMJD2C inh -13, TPT1 inhibitor 0, Efflux pump inh 0.1, PP5 primary -0.8 and procasp7 counter 0.
Cc1[nH]nc2c1[C@@H](c1ccccc1[N+](=O)[O-])C(C#N)=C(N)O2 was read as CTSL1 counter -6, PP1 counter -1, procasp3 activ -6, core dimer inh -1, JMJD2C inh -2, TPT1 inhibitor -1, Efflux pump inh -0.1, PP5 primary 1.2 and procasp7 counter 5.

Reprinted at random: 2 records from the list
For CCOC(=O)c1nc(N/N=C/c2ccccc2)sc1Br the results were CTSL1 counter 0, PP1 counter 5, procasp3 activ 0, core dimer inh 2, JMJD2C inh 4, TPT1 inhibitor -2, Efflux pump inh -0.2, PP5 primary -2.3 and procasp7 counter 4.
O=C(NC(=S)NCCCN1CCOCC1)c1cccc2ccccc12 was read as CTSL1 counter -2, PP1 counter -4, procasp3 activ 8, core dimer inh -1, JMJD2C inh -5, TPT1 inhibitor 1, Efflux pump inh 0.0, PP5 primary -0.8 and procasp7 counter 9.

High-throughput results: PubChem BioAssay, several laboratories

Not a hit list; 2.9% or so of the library scored in one or more.
